Compound activity from PubChem BioAssay.
M1 ag parental = counter-screen for M1 agonists: effect in parental CHO-K1 cells; Fluo-8 calcium fluorescence; scaled to maximal ATP response, vehicle zero; activation, % at 3 µM; hit rate 0.48% among 360,000; in the data active = activation above about 15%;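 note: untransfected CHO-K1 host cells lacking M1 receptor as counterscreen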
CHRM1 antagonist = human M1 muscarinic receptor antagonists, primary screen, CHO-K1 cells, Fluo-8 calcium fluorescence, 1536-well | CHO-K1 hM1, ACh EC80 antagonist | inhibition, % at 3 µM | hit rate 1.3% among 360,000;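 active = percent inhibition above its own plate's cutoff, namely the mean of that plate's compound wells plus 3 SD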;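 note: peak over basal fluorescence ratio during 140 s after agonist addition; 0% = ACh EC80 plus DMSO and 100% = DMSO alone without agonist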
Target sequence (P11229 whole entry, looked up): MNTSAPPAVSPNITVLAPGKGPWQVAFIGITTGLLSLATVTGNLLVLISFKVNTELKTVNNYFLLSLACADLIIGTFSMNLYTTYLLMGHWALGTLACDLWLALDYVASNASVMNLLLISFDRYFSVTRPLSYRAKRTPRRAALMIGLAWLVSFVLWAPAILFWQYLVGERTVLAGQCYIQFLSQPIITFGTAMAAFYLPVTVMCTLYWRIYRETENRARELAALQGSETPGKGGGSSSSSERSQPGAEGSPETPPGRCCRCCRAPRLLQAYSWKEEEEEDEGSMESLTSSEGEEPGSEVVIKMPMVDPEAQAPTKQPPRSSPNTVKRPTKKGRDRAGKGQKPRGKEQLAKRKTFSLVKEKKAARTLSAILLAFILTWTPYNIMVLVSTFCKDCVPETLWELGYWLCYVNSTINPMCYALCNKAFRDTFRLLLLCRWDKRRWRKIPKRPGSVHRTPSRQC
CHO-K1 Ca antag = nonselective inhibitor or artifact in parental CHO-K1 cells; ATP-induced calcium, Fluo-8 fluorescence; inhibition, % at 3 µM; hit rate 0.6% among 360,000; AID 602250;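 active = inhibition above a per-plate cutoff, the plate's mean sample inhibition plus 3 SD, cut at about 24% in these data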;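 note: 0% = DMSO plus EC80 ATP and 100% = DMSO alone without ATP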
TAAR1 agonist = human TAAR1 agonists, primary screen, Fluo-8 calcium fluorescence, CHO RD-HGA16 cells; hit rate 0.99% among 360,000; AID 624467, 2012; Trace amine-associated receptor 1 (Homo sapiens), Q96RJ0; vehicle wells 0%, saturating PEA agonist 100%; activation, % at 3 µM;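 active = activation above the mean activation of all test compounds in the run plus 3 SD, cut at about 38% in these data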
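System: CHO RD-HGA16 cells carrying human TAAR1 plus Gα16; Incubation: 17-24 h seeding, 75 min 37 °C dye, 30 min RT; Measured by: Fluo-8 fluorescence, 5 s baseline then 140 s kinetic read; Control set: DMSO and PEA EC100; Replication: single well for each compound.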
CHO parental Ca = ATP-evoked calcium signal inhibitors, parental CHO, primary screen, counter-screen for OX1R antagonist project, cell-based, fluorescence, Fluo-8 calcium dye. parental CHO-K1, ATP-induced calcium, Fluo-8 fluorescence. inhibition, % at 5.6 µM. hit rate 0.63% among 330,000. AID 463079, 2010;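 active = inhibition above that plate's mean sample inhibition plus 3 SD, cut at about 26% in these data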;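 note: 0% = ATP-challenged DMSO wells and 100% = DMSO wells without ATP; some compounds past the cut are filed as inactive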
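test system = CHO parental line | reagent = ATP stimulus | measured by = intracellular calcium via Fluo-8 no-wash fluorescent dye | control set = ATP and no-ATP DMSO wells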
M1 PAM parental = nonselective calcium activators in parental CHO-K1 cells, primary screen, counter-screen for M1 PAM project, cell-based, Fluo-8 calcium fluorescence, full deck, 1536-well | ATP EC20; 0% at ATP EC20, 100% at ATP max | activation, % at 3 µM | hit rate 0.02% among 360,000;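 active = activation above the run cutoff, the mean activation of all test compounds plus 3 SD, cut at about 40% in these data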;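 note: peak over basal fluorescence ratio in a 140 s read after ATP addition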
M1 ag = human M1 muscarinic receptor agonists, primary screen, Fluo-8 calcium fluorescence, CHO-K1 cells, HTS; Muscarinic acetylcholine receptor M1 (Homo sapiens), P11229; CHO-K1 hM1, agonist mode; 0% DMSO, 100% acetylcholine EC100; activation, % at 3 µM; hit rate 0.33% among 360,000; AID 588814, 2011;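 active = activation above the run's mean compound activation plus 3 SD, cut at about 16% in these data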;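 note: peak over basal fluorescence ratio within a 140 s kinetic read after compound addition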
OXTR potentiator = human OXTR potentiators, primary screen, fluorescence, CHO-OTR cells, Fluo-8 calcium; Oxytocin receptor (Homo sapiens), P30559; Fluo-8 calcium fluorescence, potentiator mode; 0% = oxytocin EC15, 100% = EC100; activation, % at 3 µM; hit rate 0.061% among 320,000; AID 2445, 2010;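 active = activation above that plate's cutoff, the mean activation of tested compounds plus 3 SD, cut at about 6.6% in these data, passing the limit was not always enough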;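 note: 100% uses oxytocin at 75 nM as the full agonist control; some results filed as inactive read as strong as hits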
Target sequence (P30559 whole entry, looked up): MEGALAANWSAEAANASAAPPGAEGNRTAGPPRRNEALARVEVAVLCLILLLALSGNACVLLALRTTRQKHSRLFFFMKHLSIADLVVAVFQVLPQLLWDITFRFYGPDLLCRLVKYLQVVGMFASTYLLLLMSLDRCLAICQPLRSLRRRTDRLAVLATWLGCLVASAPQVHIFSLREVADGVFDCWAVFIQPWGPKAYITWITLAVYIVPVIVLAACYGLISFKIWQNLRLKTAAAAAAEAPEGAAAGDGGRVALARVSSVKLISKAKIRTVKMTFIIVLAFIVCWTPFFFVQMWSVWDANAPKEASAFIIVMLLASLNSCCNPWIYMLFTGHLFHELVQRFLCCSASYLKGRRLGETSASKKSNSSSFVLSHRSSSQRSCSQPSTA
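Dosing: Single dose, 3.0 µM nominal final compound concentration | Material: Human OTR in CHO cells | Technique: Kinetic Fluo-8 calcium fluorescence | Benchmarks: EC15 oxytocin alone as 0%, 75 nM oxytocin as 100% | Probe or stimulus: Oxytocin at about EC15, sub-maximal agonist stimulus | Incubation: Compound 6 min at room temperature before oxytocin, 100 s read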
TAAR1 antag = human TAAR1 antagonists, primary screen, Fluo-8 calcium fluorescence, CHO RD-HGA16 cells; hit rate 1.5% among 360,000; antagonist; Trace amine-associated receptor 1 (Homo sapiens), Q96RJ0; inhibition, % at 3 µM;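 active = inhibition above a per-plate cutoff, the mean inhibition of test compounds on that plate plus 3 SD, cut at about 49% in these data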;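 note: 0% = DMSO plus EC80 beta-PEA response and 100% = DMSO alone without agonist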
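Test system: hTAAR1-expressing CHO RD-HGA16 cells, Gα16-coupled; Probe or stimulus: EC80 β-phenethylamine stimulus; Compound dosing: single nominal final test compound concentration of 3 µM; Timing: 140 s kinetic read after compound, 140 s after agonist; Signal: Fluo-8 calcium-sensitive fluorescence; Measure: % inhibition of agonist calcium response; Controls: DMSO and EC80 PEA controls.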
* marks the source's active call; other numbers are inactive results; . = not tested or not shown.

SMILES | M1 ag parental | CHRM1 antagonist | CHO-K1 Ca antag | TAAR1 agonist | CHO parental Ca | M1 PAM parental | M1 ag | OXTR potentiator | TAAR1 antag
NNC(=O)Cn1c(SCc2ccccc2)nc2ccccc21 | 0.3 | -2 | -11 | 2 | -32 | -4 | -1 | -6 | 1
COCC(=O)NC(C)c1nc2ccccc2[nH]1 (stereo not drawn) | 0.4 | -1 | -6 | 2 | 2 | 11 | -2 | -8 | -12
O=C(CSc1ncn[nH]1)Nc1ccccc1-c1ccccc1 | 0.6 | -12 | -4 | 3 | -6 | 19 | -6 | -6 | 13
CC1(c2nnc(-c3ccc(F)cc3)o2)CC(c2ccc([N+](=O)[O-])cc2)=NO1 (stereo not drawn) | 0.2 | 0 | -10 | 6 | -8 | 6 | -5 | 0 | 11
O=C(NCCCCCCCCCNC(=O)C(F)(F)F)C(F)(F)F | 2.0 | -9 | -14 | 9 | 2 | 22 | -7 | -5 | 8
C=CCn1c(=S)[nH]c2scc(-c3cccs3)c2c1=O | 3.4 | 2 | -11 | 12 | . | 14 | 0 | . | -11
CC[C@@]1(C(=O)OC)N[C@H](CN(C)S(=O)(=O)c2ccc(-c3ccccc3)cc2)[C@@H]2C(=O)N(C)C(=O)[C@@H]21 | 0.7 | -1 | -7 | 0 | -21 | 8 | -2 | -10 | -15
O=C(CSc1nc(-c2ccc(F)cc2)cs1)NCCN1C(=O)CSC1=O | 1.4 | -6 | -7 | 0 | -3 | 9 | -5 | -3 | -10
O=C(Nc1ccccn1)c1ccc([N+](=O)[O-])o1 | 14 | -6 | -2 | . | -1 | 15 | -9 | -2 | .
Cc1cc(OCC(=O)Nc2c(C)n(C)n(-c3ccccc3)c2=O)ccc1[N+](=O)[O-] | 0.1 | 8 | -14 | 1 | 0 | 3 | -10 | -5 | -16
CCCC(C(=O)NC1CCCCC1)N(Cc1ccco1)C(=O)CNS(=O)(=O)c1ccccc1 (stereo not drawn) | 1.1 | 1 | -7 | 5 | -33 | 12 | -4 | -8 | 12
CCOC(=O)N1CCC(Nc2c(-c3ccc(C)c(C)c3)c(=O)c2=O)CC1 | 1.0 | -12 | -7 | 3 | -25 | 6 | -2 | -11 | 11
Cc1ccc(/C=N/NC(=O)CSc2nc3ccccc3o2)cc1 | 0.2 | -5 | -9 | 2 | 1 | 11 | -5 | 6 | -31
Cc1nn(CCC(=O)NNC(=S)Nc2ccccc2)c(C)c1Br | 0.5 | -7 | -21 | 0 | -23 | 30 | -7 | -5 | 11
COc1ccc(CN(C)C(=O)C2CCN(C(=O)Nc3ccccc3)CC2)cc1OC | -0.1 | -12 | -5 | 2 | -18 | 11 | -1 | 1 | -28
O=C(Nn1c(C2CCCCC2)nc2ccccc2c1=O)c1ccc([N+](=O)[O-])cc1Cl | -0.3 | -7 | 4 | 6 | -8 | 2 | 1 | 1 | 11
CCOC(=O)c1ccc(S(=O)(=O)N2CCN(CC(O)COc3ccc(C#N)cc3)CC2)cc1 (stereo not drawn) | 4.2 | -18 | 1 | 4 | 15 | 10 | 1 | -24 | -19
COc1ccc(N2CCN(C3=CC(=O)N(c4cccc(Cl)c4)C3=O)CC2)cc1 | 0.8 | -13 | -16 | 1 | -10 | 15 | 3 | -4 | -25
Cc1cccc(CS(=O)(=O)Cc2ccc(C(=O)NCCCN3CCOCC3)o2)c1 | 0.0 | 2 | 0 | 0 | -4 | -10 | -8 | 2 | -10
O=C(Cc1ccccc1Cl)NCc1cccnc1 | -0.2 | -11 | 5 | 0 | -2 | -14 | -4 | -16 | 7
COc1ccc(CN2CCN(c3ccccn3)CC2)cc1OCc1ccccc1 | 5.5 | -5 | -11 | 1 | -18 | 9 | -10 | -7 | 6
CS(=O)(=O)c1cccc(-c2nnc(NC(=O)c3ccc4ncsc4c3)o2)c1 | 0.8 | -10 | 1 | 1 | 2 | 10 | 0 | -10 | -24
CCCCn1c(N)c(N(CCOC)C(=O)c2ccc(-c3ccc(Cl)cc3)o2)c(=O)[nH]c1=O | 0.2 | -15 | -2 | -1 | -15 | -14 | -2 | 4 | -36
O=C(COC(=O)/C=C/c1cccc(C(F)(F)F)c1)NC(=O)NC1CCCC1 | 0.2 | -16 | -4 | -2 | . | -19 | -1 | . | -27
CCOc1ccc2c(c1)nc(SCC(=O)c1cccs1)n2C | -0.1 | -29 | -7 | 0 | -10 | 15 | -6 | -6 | -13

The last two compounds of the section before are carried over, then new ones follow:
SMILES | M1 ag parental | CHRM1 antagonist | CHO-K1 Ca antag | TAAR1 agonist | CHO parental Ca | M1 PAM parental | M1 ag | OXTR potentiator | TAAR1 antag
O=C(COC(=O)/C=C/c1cccc(C(F)(F)F)c1)NC(=O)NC1CCCC1 | 0.2 | -16 | -4 | -2 | . | -19 | -1 | . | -27
CCOc1ccc2c(c1)nc(SCC(=O)c1cccs1)n2C | -0.1 | -29 | -7 | 0 | -10 | 15 | -6 | -6 | -13
CCOC(=O)C1(c2ccccc2)NC(c2ccccc2C)C2C(=O)N(c3ccc4c(c3)OCO4)C(=O)C21 (stereo not drawn) | -0.2 | 13 | -10 | 12 | -26 | 11 | -3 | -8 | 27
COc1ccc(-n2c(SCC#N)nc3ccccc3c2=O)cc1 | 0.3 | -7 | 11 | -4 | -9 | -6 | -4 | -14 | -2
COc1cccc2cccc(/C=N/n3cnnc3)c12 | 0.0 | 2 | -6 | 2 | -12 | 26 | -7 | -8 | -6
COc1cc(C(=O)N/N=C/c2ccc(OC(=O)c3ccccc3Cl)c(OC)c2)ccc1O | 6.5 | 20 | 12 | . | . | 19 | -2 | . | .
O=Cc1ccc(OCC(=O)Nc2ccccc2-c2ccccc2)cc1 | 3.1 | -6 | -12 | 4 | -8 | 5 | -9 | -1 | 13
O=C(CCc1nc2ccccc2c(=O)[nH]1)Nc1nnc(SCc2ccccc2F)s1 | 1.1 | 49* | -5 | 1 | 2 | 2 | -8 | -7 | -8
COc1cc2c(cc1OC)CN(C(=O)CCNC(=O)c1ccccc1Cl)CC2 | -0.2 | -9 | -6 | 1 | -2 | 15 | -4 | -8 | 5
COc1ccc([C@H]2CC(=O)C=C(c3ccc(OC)c(OC)c3)C2)cc1 | 0.7 | -5 | -7 | 4 | -14 | 11 | -3 | -4 | 15
Cc1cc(C)c(S(=O)(=O)N2CCOC2CNC(=O)C(=O)NCc2ccncc2)c(C)c1 (stereo not drawn) | -0.4 | 1 | 21 | 1 | -16 | 5 | -5 | -7 | -18
CN(C)CCCN(C(=O)c1ccc(S(=O)(=O)N2CCCCCC2)cc1)c1nc2c(F)cccc2s1 | 0.3 | -3 | -8 | 16 | -17 | 17 | -5 | 2 | -2
Cn1c(N)c(C(=O)Nc2c(Cl)cccc2Cl)sc1=S | 0.4 | -6 | -15 | 3 | -6 | 4 | -4 | 4 | -14
O=C(CN1CCN(c2ccccc2)CC1)Nc1ccccc1Sc1ccccc1 | 2.8 | 10 | 5 | -1 | -4 | 18 | -7 | -2 | 39
O=C(NNC(=S)NC1CCCCC1)c1ccc(Cl)s1 | 2.3 | 6 | -10 | 12 | -6 | -6 | -5 | -5 | -11
Oc1ccc(C2=NNC(c3ccc(O)cc3)=NN2)cc1 | 0.2 | -16 | 12 | 4 | 7 | 7 | -3 | -10 | -3
COc1nc(N/N=C/c2cc3c(cc2Br)OCO3)nc(N2CCOCC2)n1 | 0.3 | -4 | -10 | 12 | -26 | 19 | 1 | -3 | 12
Cn1cnnc1SCC(=O)Nc1ccc(Br)cc1F | 0.1 | -5 | -16 | 6 | 0 | 12 | -4 | 0 | -1
O=C(COC(=O)C1CCCCC1)Nc1ccc([N+](=O)[O-])cc1 | 2.3 | 4 | -4 | 2 | 4 | -5 | -3 | -19 | 36
C=CCN(C(=O)c1csnn1)C(C(=O)NC1CCCC1)c1ccccc1F (stereo not drawn) | 0.3 | -2 | 12 | -3 | -1 | -15 | -4 | -17 | 0
CC(=O)c1ccc(Nc2nc(-c3ccccc3)nc3ccccc23)cc1 | 1.0 | -9 | -5 | 3 | . | -1 | -3 | . | 24
CCc1ccccc1Nc1nc(N)nc(CSc2nnnn2C)n1 | 0.3 | -11 | -12 | 4 | -4 | 1 | -2 | -9 | 18
O=S(=O)(CCN1CCOCC1)c1ccc(Cl)cc1 | 0.9 | -26 | 0 | 3 | -7 | 10 | 1 | 0 | -29
COc1ccc(-c2nnn(CC(=O)Nc3sc4c(c3C#N)CCCC4)n2)cc1 | -0.1 | -27 | 15 | 3 | -4 | 2 | -1 | -5 | -1

Shown with each value named: part of the list above
> Cc1cc(C)c(S(=O)(=O)N2CCOC2CNC(=O)C(=O)NCc2ccncc2)c(C)c1 (stereo not drawn)
- M1 ag parental: -0.4
- CHRM1 antagonist: 1
- CHO-K1 Ca antag: 21
- TAAR1 agonist: 1
- CHO parental Ca: -16
- M1 PAM parental: 5
- M1 ag: -5
- OXTR potentiator: -7
- TAAR1 antag: -18
> CC(=O)c1ccc(Nc2nc(-c3ccccc3)nc3ccccc23)cc1
- M1 ag parental: 1.0
- CHRM1 antagonist: -9
- CHO-K1 Ca antag: -5
- TAAR1 agonist: 3
- CHO parental Ca: .
- M1 PAM parental: -1
- M1 ag: -3
- OXTR potentiator: .
- TAAR1 antag: 24

Grouped by structure: the entries above with a thiophene ring, fused or not
SMILES | M1 ag parental | CHRM1 antagonist | CHO-K1 Ca antag | TAAR1 agonist | CHO parental Ca | M1 PAM parental | M1 ag | OXTR potentiator | TAAR1 antag
C=CCn1c(=S)[nH]c2scc(-c3cccs3)c2c1=O | 3.4 | 2 | -11 | 12 | . | 14 | 0 | . | -11
CCOc1ccc2c(c1)nc(SCC(=O)c1cccs1)n2C | -0.1 | -29 | -7 | 0 | -10 | 15 | -6 | -6 | -13
O=C(NNC(=S)NC1CCCCC1)c1ccc(Cl)s1 | 2.3 | 6 | -10 | 12 | -6 | -6 | -5 | -5 | -11
COc1ccc(-c2nnn(CC(=O)Nc3sc4c(c3C#N)CCCC4)n2)cc1 | -0.1 | -27 | 15 | 3 | -4 | 2 | -1 | -5 | -1
